IkB signaling: IkB Signaling; ABC-DLBCL IkBa-CBG/CBR dual luciferase ratio, 4 h; response scale: scaled: untreated 0%, proteasome inhibitor 100%; Potency, µM (highest dose often 57.1 µM), inactives show at the highest dose IkBa stabilization activation; 110,000 compounds, 0.04% hits; active = well fitted curve in the direction sought with a large enough effect in the signal ratio, not every such curve was filed as active; inconclusive = small, poorly fitted or top-dose-only effect, or a change in a side signal; the % refers to the signal ratio;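 note: the direction sought is a rising ratio; 0% = basal untreated cells and 100% = reference inhibitor full response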
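In this assay, an IκBα–CBG68 fusion accumulates when IKK-driven degradation is blocked; native CBR normalizes for cell number. OCI-Ly3 cells were treated 4 h with compound and doxycycline, then green and red light read after Chroma-Glo addition.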
p53ts 32C tox: qHTS Screen for Compounds that Selectively Target Cancer Cells with p53 Mutations: Cytotoxicity of p53ts Cells at the Permissive Temperature; H1299-p53A138V at 32C, ATP luminescence viability, 24 h; Potency, µM (highest dose often 46.1 µM), without a hit: top-dose activity change, negative = cytotoxicity, actives largely listed as cytotoxic; 130,000 compounds, 0.93% hits; AID 924, 2007;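 note: 0% = DMSO and -100% = full killing by reference compound; nearly all actives have a fitted effect of over 55% in size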
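H1299-p53 A138V cells (temperature-sensitive p53) exposed 24 h to up to 46 uM compound at 32C, where p53 is wild-type in conformation. Viability read as ATP luminescence and normalised to DMSO and 100 uM tamoxifen. AC50 fitted with the Hill equation.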
Peg3 imprint: qHTS Assay for Compounds that Induce Erasure of Genomic Imprints | 110,000 compounds, 0.02% hits | AID 1948, 2009 | Potency, µM (doses to about 60.7 µM), for the others: top-dose activity change, positive = activation, most hits filed as activators | mouse ES Peg3-LacZ reporter, beta-gal luminescence, 40 h;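 note: 0% = negative control wells on the plate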
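Each well holds 300 Peg3LacZ-Neo (maternal) female ES cells incubated 40 h at 37C, 5% CO2. LacZ is measured by BetaGlo luminescence, with AC50 and maximum efficacy derived from dose-response curves.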
p53ts 39C tox: qHTS Screen for Compounds that Selectively Target Cancer Cells with p53 Mutations: Cytotoxicity of p53ts Cells at the Nonpermissive Temperature. H1299-p53A138V viability at 39C, ATP luminescence, 24 h. Potency, µM (highest dose often 46.1 µM), inactives show top-dose activity change, negative = cell killing, actives largely listed as cytotoxic. 130,000 compounds, 1.5% hits; note: nearly all actives have a fitted effect of over 55% in size
The depositor's hits bear a star; & = joins results of further samples; [ ] = remark or other dose. Unless noted, calls come from the whole dose curve; as a rule, active = well fitted curve in the direction sought with a large enough effect; inconclusive = small, poorly fitted or top-dose-only effect, or another doubt; inactive = no such curve, though single readings can be large; an effect the other way counts as inactive or inconclusive. Unless noted, % is set by controls: 0 for no effect and ±100 for the full control effect; potency is the fitted concentration of half-maximal effect.

CSc1cccc(Nc2cc(C(=O)NCCCN(Cc3ccccc3)C(C)C)c3ccccc3n2)c1 was read as IkB signaling -5.0%, p53ts 32C tox inconclusive, Peg3 imprint -13%[10.9 µM] and p53ts 39C tox 16µM*.
For CCN(CC)c1ccc(NC(=O)CSc2nnc(C)c(=O)[nH]2)cc1 the results were IkB signaling 1.0%, p53ts 32C tox -4%, Peg3 imprint -2%[10.9 µM] and p53ts 39C tox 1%.
`COc1ccc(S(=O)(=O)N2CCc3ccccc32)cc1C(=O)OCc1c(C)noc1C` gave IkB signaling 0.5%, p53ts 32C tox -6%, Peg3 imprint -23% and p53ts 39C tox -20%.
Screening O=c1oc2ccc3ccccc3c2cc1-c1nnc(Nc2cc(C(F)(F)F)ccc2Cl)s1 returned IkB signaling 2.2%, p53ts 32C tox -6%, Peg3 imprint 24%[10.9 µM] and p53ts 39C tox -14%.
For CCCCn1c(=O)n(-c2cc(OC)ccc2OC)c(=O)c2c3c(sc21)CN(C(C)=O)CC3 the results were IkB signaling inconclusive, p53ts 32C tox 7%, Peg3 imprint -11%[10.9 µM] and p53ts 39C tox -14%.
Cc1cc(C)cc(OCC(=O)Nc2nonc2-c2ccc(Br)cc2)c1 was read as IkB signaling -1.4%, p53ts 32C tox 4%, Peg3 imprint -3%[10.9 µM] and p53ts 39C tox 26%.
Cc1ccc(S(=O)(=O)c2nc(Nc3ccccc3)sc2Cl)cc1 was read as p53ts 32C tox 3% and p53ts 39C tox -26%.
Screening c1ccc(-n2nnnc2-n2nnc3ccccc32)cc1 returned IkB signaling 0.9%, p53ts 32C tox 9%, Peg3 imprint 0% and p53ts 39C tox 7%.
Screening Cc1ccc(Cl)cc1N1CCN(S(=O)(=O)c2ccc3c(c2)CCCN3C(=O)C2CCC2)CC1 returned IkB signaling inconclusive, p53ts 32C tox -3%, Peg3 imprint -11%[10.9 µM] and p53ts 39C tox -5%.
For Cc1noc(C)c1CSCC(=O)OCC(=O)N1CC(=O)Nc2ccccc21 the results were IkB signaling 0.6%, p53ts 32C tox -8%, Peg3 imprint 3% and p53ts 39C tox -6%.
Screening COc1ccc2c(c1)Cc1sc(NC(=O)c3cccc(F)c3)nc1-2 returned IkB signaling inconclusive, p53ts 32C tox -5%, Peg3 imprint -12%[10.9 µM] and p53ts 39C tox inconclusive.
Cc1ccc2c(c1)NC(=O)C(CC(=O)NCc1ccc(F)cc1)O2 (configuration not stated) was read as IkB signaling -3.4%, p53ts 32C tox 0%, Peg3 imprint -11% and p53ts 39C tox 10%.
`CC(C)Cn1cc(C(=O)NCc2cccs2)c2c3ccccc3n(C)c2c1=O` gave IkB signaling 0.9%, p53ts 32C tox -9%, Peg3 imprint -12% and p53ts 39C tox -9%.
Screening Cc1cc(Nc2cccc(C(F)(F)F)c2)nc2ccc(NC(=O)c3ccc(N(C)C)cc3)cc12 returned IkB signaling inconclusive, p53ts 32C tox 24%, Peg3 imprint -12%[10.9 µM] and p53ts 39C tox -4%.
Screening Cc1ccc(S(=O)(=O)Nc2ccccc2C=O)cc1 returned IkB signaling -0.6%[11.4 µM], p53ts 32C tox 4%[9.22 µM], Peg3 imprint -15%[10.9 µM] and p53ts 39C tox 20%[9.22 µM].
`O=C(CN1C(=O)c2ccccc2C1=O)Nc1ccc(-c2nc3ccccc3o2)cc1` gave IkB signaling 1.5%, p53ts 32C tox -2%, Peg3 imprint -4% and p53ts 39C tox -13%.
Screening O=C(c1ccc(Cl)cc1)N1CCC(c2ccncc2)CC1 returned IkB signaling -0.8%, p53ts 32C tox -2%, Peg3 imprint -14%[10.9 µM] and p53ts 39C tox 2%.
Screening Cc1onc(-c2ccccc2Cl)c1C(=O)NC1CCS(=O)(=O)C1 (configuration not stated) returned IkB signaling 5.3%, p53ts 32C tox -3%, Peg3 imprint 1% and p53ts 39C tox -5%.
NC(=O)CSC1=Nc2ccccc2C2=NC(CC(=O)NCc3cccs3)C(=O)N12 (configuration not stated) was read as IkB signaling 1.3%, p53ts 32C tox 4%, Peg3 imprint -6% and p53ts 39C tox 4%.
Screening CCOC(=O)C1CCN(Cc2nc3ccc(Cl)cc3n2CCO)CC1 returned IkB signaling 3.4%, p53ts 32C tox -4%, Peg3 imprint -12% and p53ts 39C tox -11%.
For O=C(c1ccc2c(c1)OCCO2)C1CCN(C(=O)c2ccc(F)c(F)c2)CC1 the results were IkB signaling inconclusive, p53ts 32C tox -5%, Peg3 imprint -7% and p53ts 39C tox -9%.
Screening COC(=O)c1ccc(Sc2ccc(C)cc2)c(N)c1 returned IkB signaling 5.1%, p53ts 32C tox -6%, Peg3 imprint -15% and p53ts 39C tox -13%.
`Cc1cc(N2CCN(S(=O)(=O)Cc3ccccc3)CC2)n2ncnc2n1` gave IkB signaling 1.5%, p53ts 32C tox -8%, Peg3 imprint -9% and p53ts 39C tox -17%.
Screening CN(C)c1ncc2ncc(=O)n(C)c2n1 returned IkB signaling -3.3%[11.4 µM], p53ts 32C tox 0% and p53ts 39C tox -11%.
`Cn1cccc1Cc1nnc(SCC(=O)Nc2nc3ccccc3s2)n1CCc1ccccc1` gave IkB signaling 4.8%, p53ts 32C tox -22%, Peg3 imprint -25% and p53ts 39C tox -26%.
Cc1ccc(S(=O)(=O)c2c(N)n(/N=C/c3ccco3)c3nc4ccccc4nc23)cc1 was read as IkB signaling -2.2%, p53ts 32C tox 5%, Peg3 imprint -11% and p53ts 39C tox 8%.
COc1ccccc1-n1nnnc1SCC(=O)Nc1cc(C)on1 was read as IkB signaling -0.6%, p53ts 32C tox -8%, Peg3 imprint -15% and p53ts 39C tox -3%.
`N#CC1=C(N)SC(N)=C(C#N)C1C1CC=CCC1` (configuration not stated) gave IkB signaling 2.6%, p53ts 32C tox -3%, Peg3 imprint -6% and p53ts 39C tox 4%.
Screening Clc1cccc(Cl)c1Cn1cnc(=NCc2ccco2)c2[nH]cnc21 returned IkB signaling -2.1%, p53ts 32C tox 37%[activator], Peg3 imprint 7% and p53ts 39C tox 10%.
Screening Cc1ccc(NC(=O)c2ncn(-c3ccccc3)n2)c(Cl)c1 returned IkB signaling -0.8%, p53ts 32C tox -16%, Peg3 imprint -9%[10.9 µM] and p53ts 39C tox -16%.
`COCCCn1c(=N)c(C(=O)NC2CCCCC2)cc2c(=O)n3ccccc3nc21` gave IkB signaling 0.9%, p53ts 32C tox -5%&7%, Peg3 imprint -12%[10.9 µM] and p53ts 39C tox 3%&8%.
For CCNC(=O)NC(=O)COC(=O)CNC(=O)COc1ccccc1 the results were IkB signaling -0.9%, p53ts 32C tox 5%, Peg3 imprint -1% and p53ts 39C tox 10%.
CCOC(=O)c1cc(NC(=O)CSCCO)ccc1Cl was read as IkB signaling inconclusive, p53ts 32C tox 2%, Peg3 imprint -1% and p53ts 39C tox 9%.
CCn1cc2nc(SCc3cccc(C(F)(F)F)c3)n(Cc3ccc(Cl)cc3)c(=O)c2n1 was read as IkB signaling inconclusive, p53ts 32C tox -9%, Peg3 imprint 7%[10.9 µM] and p53ts 39C tox -1%.
Screening CCCOc1ccc(N2C(=O)CC(N3CCN(c4ccccc4OC)CC3)C2=O)cc1 (configuration not stated) returned IkB signaling 5.6%, p53ts 32C tox 1%, Peg3 imprint -5% and p53ts 39C tox -8%.
Screening Cc1ccc(NC(=O)c2c(-c3c(F)cccc3Cl)noc2C)cc1F returned IkB signaling 4.1%, p53ts 32C tox -11%, Peg3 imprint -16% and p53ts 39C tox -10%.
For CCN1c2ccccc2-c2nc(SCC(=O)Nc3cc(F)ccc3F)ncc2S1(=O)=O the results were IkB signaling -1.6%, p53ts 32C tox -4%, Peg3 imprint -17%[10.9 µM] and p53ts 39C tox 6%.
`O=C(c1ccc2c(c1)OCO2)N1CCN(c2ccccc2)CC1` gave IkB signaling inconclusive, p53ts 32C tox 5%, Peg3 imprint 5% and p53ts 39C tox 6%.
`CC(C)CNS(=O)(=O)c1ccc(OCC(=O)Nc2ccc3c(c2)OCO3)c(Cl)c1` gave IkB signaling 2.3%, p53ts 32C tox 1%, Peg3 imprint -2% and p53ts 39C tox 11%.
`COc1ccc(NC(=O)CC2Sc3ncnn3C2=O)cc1` (configuration not stated) gave IkB signaling 1.9%, p53ts 32C tox -5%, Peg3 imprint -7% and p53ts 39C tox 5%.

An excerpt from above in order of SMILES length, smallest number first.
`COc1ccc(NC(=O)CC2Sc3ncnn3C2=O)cc1` (configuration not stated) gave IkB signaling 1.9%, p53ts 32C tox -5%, Peg3 imprint -7% and p53ts 39C tox 5%.
Screening Clc1cccc(Cl)c1Cn1cnc(=NCc2ccco2)c2[nH]cnc21 returned IkB signaling -2.1%, p53ts 32C tox 37%[activator], Peg3 imprint 7% and p53ts 39C tox 10%.
`COCCCn1c(=N)c(C(=O)NC2CCCCC2)cc2c(=O)n3ccccc3nc21` gave IkB signaling 0.9%, p53ts 32C tox -5%&7%, Peg3 imprint -12%[10.9 µM] and p53ts 39C tox 3%&8%.
For O=C(c1ccc2c(c1)OCCO2)C1CCN(C(=O)c2ccc(F)c(F)c2)CC1 the results were IkB signaling inconclusive, p53ts 32C tox -5%, Peg3 imprint -7% and p53ts 39C tox -9%.

Remaining list, next part:
`O=C(c1ccccc1Br)N1CCC(c2nc3ccccc3o2)CC1` gave IkB signaling inconclusive, p53ts 32C tox -4%, Peg3 imprint -11%[10.9 µM] and p53ts 39C tox 6%.
Screening Cc1ccc2oc(=O)n(Cc3ccccc3OC(C)C)c2c1 returned IkB signaling inconclusive, p53ts 32C tox 4%, Peg3 imprint -13% and p53ts 39C tox -14%.
`O=C(O)CC(CC(=O)O)n1cccc1` gave IkB signaling 0.2%[11.4 µM], p53ts 32C tox -3%[9.22 µM], Peg3 imprint -11%[10.9 µM] and p53ts 39C tox 2%[9.22 µM].
COc1ccc(N2CCN(C(=O)C3CCN(c4nc5ccc(C)cc5[nH]4)CC3)CC2)cc1 was read as IkB signaling 0.6%, p53ts 32C tox 10%, Peg3 imprint -11%[10.9 µM] and p53ts 39C tox -12%.
Screening COc1ccccc1NC(=O)c1cc(C(=O)O)ccc1C(=O)O returned IkB signaling inconclusive, p53ts 32C tox 5%, Peg3 imprint -9% and p53ts 39C tox 7%.
`Cc1ccc(C)c(-n2c(C)cc(/C=N/NC(=O)c3c(C)nc4cc(C)ccn34)c2C)c1` gave p53ts 32C tox -23% and p53ts 39C tox -4%.
`COc1ccc(Cl)cc1NS(=O)(=O)c1ccc(S(=O)(=O)N2CCCC2)cc1` gave IkB signaling inconclusive, p53ts 32C tox 16%, Peg3 imprint -10% and p53ts 39C tox 9%.
Screening CCOc1ccccc1-c1nc(-c2cc3ccccc3nc2OC)no1 returned IkB signaling inconclusive, p53ts 32C tox -7%, Peg3 imprint inconclusive and p53ts 39C tox -9%.
CC1CCCCN1c1nnc(NC(=O)Cn2c(=O)oc3ccccc32)s1 (configuration not stated) was read as IkB signaling 4.2%, p53ts 32C tox 1%, Peg3 imprint -11% and p53ts 39C tox 16%.
`COc1ccccc1C(=O)c1c(N)c(-c2nc(-c3ccccc3)cs2)c2ccccn12` gave IkB signaling inconclusive, p53ts 32C tox 5%, Peg3 imprint -10%[10.9 µM] and p53ts 39C tox -10%.
For Cc1cccc(-n2cc(-c3ccccc3)nc2SCC(=O)Nc2ccccc2Cl)c1 the results were IkB signaling -0.1%, p53ts 32C tox 12%, Peg3 imprint -15%[10.9 µM] and p53ts 39C tox -23%.
Cc1cnc(C(=O)Nc2cccc(-c3nnc4n3CCCCC4)c2)cn1 was read as IkB signaling -4.2%, p53ts 32C tox 3%, Peg3 imprint 10% and p53ts 39C tox 5%.
Screening CC(Sc1nc(N)c2c3c(sc2n1)CSC(C)(C)C3)C(=O)Nc1ccccc1 (configuration not stated) returned p53ts 32C tox 7% and p53ts 39C tox 16%.
Screening O=C1CC(N2CCCc3ccccc32)C(=O)N1c1ccccc1Cl (configuration not stated) returned p53ts 32C tox 1% and p53ts 39C tox 3%.
Screening O=C(Nc1ccc(C(=O)OCc2cc(=O)n3c4c(sc3n2)CCCC4)cc1)c1ccc(F)cc1 returned IkB signaling inconclusive, p53ts 32C tox -5%, Peg3 imprint -20%[10.9 µM] and p53ts 39C tox -27%.

Random draw from the library; about 1.7% have a hit in one of these screens.
